High-throughput results: PubChem BioAssay, several laboratories
Mtb RmlCD inh: M. tuberculosis RmlC/RmlD coupled enzyme inhibitors, primary screen, biochemical, compound mixtures, 384-well, from 1536-well plates; dTDP-4-dehydrorhamnose reductase (Mycobacterium tuberculosis (strain ATCC 25618 / H37Rv)) …; RmlC+RmlD coupled enzyme assay, percent inhibition; primary screen in compound mixtures; inhibition, % at 3.6 µM; AID 1533, 2009; 160,000 tested, 0.03% active; in the data active means inhibition mostly above about 34%, no sharp cut-off; inconclusive means no clear call, values can overlap the other calls; inactive means mostly below about 22%; further: some results filed as inactive read as strong as hits
Target sequence (P9WH09 whole entry, looked up): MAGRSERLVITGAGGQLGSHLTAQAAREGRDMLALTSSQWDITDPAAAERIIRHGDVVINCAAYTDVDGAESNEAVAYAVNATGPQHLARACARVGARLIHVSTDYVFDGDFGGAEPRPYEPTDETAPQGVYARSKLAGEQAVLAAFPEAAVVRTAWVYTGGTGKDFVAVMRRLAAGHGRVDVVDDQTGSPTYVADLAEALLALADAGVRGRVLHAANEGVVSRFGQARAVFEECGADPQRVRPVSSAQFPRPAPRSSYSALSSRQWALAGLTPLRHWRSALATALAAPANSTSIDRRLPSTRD
Target sequence (P9WH11 whole entry, looked up): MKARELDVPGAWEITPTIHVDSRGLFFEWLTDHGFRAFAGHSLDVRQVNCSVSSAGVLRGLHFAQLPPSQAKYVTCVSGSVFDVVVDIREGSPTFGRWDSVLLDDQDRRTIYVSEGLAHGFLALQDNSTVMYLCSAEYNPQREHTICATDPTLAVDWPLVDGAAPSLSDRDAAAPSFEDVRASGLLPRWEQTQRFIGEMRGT
M. tuberculosis GlmU: inhibition of mycobacterial GlmU enzyme – biochemical, glucosamine-1-phosphate acetyltransferase (AID 1376); 220,000 tested, 0.25% active; M. tuberculosis GlmU acetyltransferase enzyme assay; higher % means a stronger effect; inhibition, %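 (tested at 30 µM in the primary screen)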; hits with a dose series show IC50 in µM; in the data active means inhibition above about 13%; inconclusive means no clear call, values can overlap the other calls;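 further: 0% = complete reaction with vehicle and 100% = reaction without substrate; strong numbers were not always called active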
Active calls of the source: *; ? = inconclusive; nt = no result given. Only part of the results is shown; count on the stated rates, not on these rows.

The first three entries, to show the layout:
SMILES | Mtb RmlCD inh | M. tuberculosis GlmU
O=C(c1cccc(Cl)c1)N1CCC(N2CCC(C(=O)N3CCOCC3)CC2)CC1 | -9 | 1.1%
O=C(O)CCC(=O)Nc1ccc(C(=O)OCC(=O)c2ccc(Cl)cc2)cc1 | nt | 3.2%
O=C(Nc1ccccc1)C1CCN(c2nccs2)CC1 | 5 | 0.8%

Main list (from the top)
SMILES | Mtb RmlCD inh | M. tuberculosis GlmU
O=C(c1cccc(Cl)c1)N1CCC(N2CCC(C(=O)N3CCOCC3)CC2)CC1 | -9 | 1.1%
O=C(O)CCC(=O)Nc1ccc(C(=O)OCC(=O)c2ccc(Cl)cc2)cc1 | nt | 3.2%
O=C(Nc1ccccc1)C1CCN(c2nccs2)CC1 | 5 | 0.8%
Cc1ccc(SC(C)C(=O)NC(N)=O)c(C)c1 (stereo not given) | -6 | -3.6%
COc1ccc2oc(=O)c(C(=O)N3CCN(c4ccc(F)cc4)CC3)cc2c1 | -6 | 27%
COCCNC(=O)C(C)OC(=O)c1cc2sccc2n1C (stereo not given) | -11 | 3.3%
OCCNc1nc(Nc2cccc(O)c2)nc2ccccc12 | nt | -3.0%
COc1ccc(-c2cc(-c3nnc(COC(=O)CC4CCCC4)o3)c3ccccc3n2)cc1OC | nt | -7.3%
CCOC(=O)c1nn(-c2ccccc2)cc1O | -9 | -1.9%
CC(C)(C)c1ccc(-c2n[nH]c(=S)n2/N=C/c2ccncc2)cc1 | -8 | -0.7%
CCCCCCCCCCn1cc(C(C)=O)c(=O)[nH]c1=O | 14 | 1.6%
COc1ccc(NC(=O)CCCN2C(=O)CCC2=O)cc1Cl | -4 | -2.9%
COCC(C)NC(=O)c1oc2c(c1C)C1(CCC2)SCCS1 (stereo not given) | -8 | 5.1%
O=C1c2ccccc2S(=O)(=O)c2cc(C(=O)N3CCN(c4ncccn4)CC3)ccc21 | nt | -3.8%
O=C(NCc1cccs1)C1CC(c2ccc(F)cc2)=NO1 (stereo not given) | -8 | 0.3%
Cc1cccc(-c2nc(CS(=O)CC(=O)N3CCCCC3)c(C)o2)c1 (stereo not given) | -2 | 2.0%
CCN(CC)c1cccc(OC2=NS(=O)(=O)c3ccccc32)c1 | 7 | 1.4%
CCOC(=O)c1c(NC(=O)CSc2ncn[nH]2)sc(C)c1C | 8 | -2.0%
N#Cc1nc(-c2ccc(OCc3ccc(Cl)cc3)cc2)oc1NCCCn1ccnc1 | nt | -0.6%
O=C1C=CN(Cc2ccccc2)CC1 | nt | -0.2%
Cc1cc(NC(=O)CCCC(=O)NCc2ccccc2)no1 | -4 | 0.5%
CCOC(=O)CC1(C)NC(=O)c2c(C)sc(C(=O)OCC)c2N1 (stereo not given) | 12 | nt
CCc1ccc(S(=O)(=O)NCc2cn3cccc(C)c3n2)s1 | nt | 0.3%
Cc1cc(N2CCOCC2)c2c(N)c(Br)cc(C)c2n1 | -3 | 2.4%
O=[N+]([O-])c1ccc(Oc2ccc(S(=O)(=O)N3CCCCC3)cc2)cc1 | nt | -0.3%
COc1ccc(CCNC(=O)c2ccccc2NC(=O)c2ccco2)cc1OC | 14 | 5.2%
CCOC(=O)N1CCN(CC(=O)Nc2ccc(F)c(F)c2F)CC1 | nt | -7.1%
CCOC(=O)CSc1nc2c(c(=O)n1-c1ccc(OCC)cc1)SCC2 | nt | -1.1%
O=c1c2c3c(sc2n(CCN2CCCC2)c(=O)n1Cc1ccccc1)CCCCC3 | nt | -7.1%
CCc1ccc2c(c1)cc(CN(C(=S)Nc1ccccc1C)C1CC1)c1nnnn12 | 6 | -1.6%
O=C(CNc1cccc2ccccc12)N/N=C/C(Br)=C/c1ccccc1 | nt | -2.0%
Cc1ccc(-n2c(O)c(C=Nc3ccc(S(=O)(=O)Nc4ncccn4)cc3)c3ccccc3c2=O)cc1C | -1 | -0.1%
Cc1ccc2c(Cl)c(C(=O)Nc3nn[nH]n3)sc2c1 | 0 | -3.4%
COc1cc(/C=C(\C#N)C(=O)N2CCc3ccccc32)ccc1O | nt | 1.4%
Cc1cccc(NC(=O)c2cnc3scc(C)n3c2=O)c1 | nt | -2.2%
COc1ccccc1C1CCCN1Cc1nc(-c2ccc(C)s2)oc1C (stereo not given) | -3 | -3.7%
O=C(Cn1cnc2ccccc2c1=O)N1CCN(c2ccc(F)cc2)CC1 | -2 | 0.3%
Cc1ccc(S(=O)(=O)N2CCN(S(=O)(=O)N3CCCCC3)CC2)c(C)c1 | nt | 0.8%
O=C(O)c1ccc(Cn2cc(C(F)(F)F)ccc2=O)cc1 | 4 | -4.3%
COc1ccc(CCNC(=O)Cn2nc(C(=O)O)c3ccccc3c2=O)cc1OC | -5 | 1.6%
CC(C)CCOc1ccc(-c2c(=O)n(OCc3ccc([N+](=O)[O-])cc3)c3ccccc3[n+]2[O-])cc1 | 12 | -2.9%
O=C1OC(Nc2ccc3c(c2)OCO3)c2ccccc21 (stereo not given) | -6 | -5.6%
Cc1ccc(S(=O)(=O)NCC(=O)Nc2cccc([N+](=O)[O-])c2)cc1 | 6 | -1.0%
O=C(CSCc1cccc(Cl)c1)NCc1ccc2c(c1)OCO2 | nt | 0.4%
Cc1ccc(NC(=O)COC(=O)c2ccc(Cl)cc2)cc1S(=O)(=O)N(C)C | 9 | -9.2%
O=C(O)CCCCCNC(=O)/C=C/c1ccco1 | -1 | -3.3%
c1ccc2c3c([nH]c2c1)C1(CCCCC1)NCC3 | -15 | -4.2%
c1ccc(CCNc2ncnc3scc(C4COc5ccccc5O4)c23)cc1 (stereo not given) | -3 | -2.3%
CCN(CC)C(=O)C(=O)N/N=C/c1ccc(C(=O)OC)cc1 | nt | 1.1%
COc1ccc(C2CC(O)(c3ccccc3)Oc3cc(OC)c(OC)c(OC)c32)cc1 (stereo not given) | 8 | 2.7%
c1ccc(CNc2ncnc3nc[nH]c23)nc1 | nt | 2.4%
CCOC(=O)c1c(-c2ccc(C)o2)csc1NC(=O)COC(=O)c1ccc(NC(N)=O)cc1 | -6 | 0.5%
CC(CCC(=O)O)C1CC[C@@]2(C)C3C(=O)CC4C(C)(C)C(O)CC[C@]4(C)C3C(=O)C[C@]12C (stereo not given in full) | 8 | nt
O=C(COc1ccc2ccccc2c1Br)N1CCN(c2ccccn2)CC1 | -1 | -5.6%
COc1ccc(CCNC(=O)CN(c2ccc(OC)c(OC)c2)S(C)(=O)=O)cc1 | nt | 1.3%
O=C(Nc1cccc([N+](=O)[O-])c1)c1ccc(CN2CCOCC2)cc1 | 7 | 3.6%
O=S(=O)(c1cc(Cl)ccc1Cl)n1ccnc1 | -10 | 1.7%
Cc1cc(OCc2ccccc2)ccc1/C(O)=C1/C(=O)C(=O)N(Cc2cccnc2)C1c1ccncc1 (stereo not given) | 9 | 0.1%
COCC(C)NCc1cc(Br)ccc1OC (stereo not given) | nt | 1.9%
COCCN(Cc1cc2cc(C)ccc2nc1Cl)C(=O)Nc1ccccc1OC | -4 | -5.8%

Later entries
SMILES | Mtb RmlCD inh | M. tuberculosis GlmU
CCOC(=O)c1sc(NC(=O)c2cccc(S(=O)(=O)N3c4ccccc4CC3C)c2)cc1C (stereo not given) | -11 | -4.7%
COc1ccc(C(=O)CC(=O)c2ccccc2O)cc1OC | -11 | 0.1%
O=C(NCCC1=CCCCC1)C1CCN(S(=O)(=O)c2ccc(Br)s2)CC1 | nt | -2.3%
COc1ccc(CCNC(=O)CSc2ccc(-c3ccncc3)nn2)cc1 | -14 | -4.3%
CC(C)c1cc(NC(=O)CCl)on1 | -4 | 4.2%
NC(=O)C(c1ccc(Cl)cc1)c1ccc(Sc2ccccc2)nn1 (stereo not given) | nt | 0.0%
CCN(CC)S(=O)(=O)c1ccc(NC(=O)COC(=O)c2cnc(C)cn2)cc1 | 36 | 0.0%
COc1ccc(Cl)cc1NC(=O)CSc1nnc(CN2CCOCC2)n1-c1ccc(Cl)cc1 | nt | -6.8%
CC(=O)NCCNC(=O)[C@H](Cc1ccccc1)NC(=O)c1cccs1 | 7 | nt
CCOC(=O)C1=C(O)/C(=C/c2ccc(OCC(=O)O)c(OC)c2)SC1=Nc1ccc(OC)cc1 | nt | 3.0%
COc1ccccc1C(=O)C(O)c1ccccc1OC (stereo not given) | -5 | 2.4%
COc1ccc(OCc2nc(N)nc(Nc3ccccc3)n2)cc1 | -8 | 0.7%
COC(=O)c1ccccc1NC(=O)c1cccc(NC(=O)c2ccc(Br)o2)c1C | nt | -5.5%
CCCCc1ccc(NC(=S)NCCc2ccc(S(N)(=O)=O)cc2)cc1 | -12 | 1.5%
COc1ccc(CCNc2oc(COc3ccccc3F)nc2C#N)cc1 | 10 | -2.1%
O=C(NNc1nc2c(F)cccc2s1)C1COc2ccccc2O1 (stereo not given) | 5 | 3.6%
O=C(NNc1ccccc1)C(=O)NNS(=O)(=O)c1ccc(CCCl)cc1 | 10 | 1.5%
COc1cc2[nH]c(=S)n(Cc3ccco3)c(=O)c2cc1OC | nt | -0.4%
COc1cc(C(=O)NCCNC(=O)C2CCCNC2=O)cc(OC)c1OC (stereo not given) | nt | -9.5%
Cc1nc2ccccc2c(=O)n1/N=C/c1ccccc1O | ? | 0.3%
COc1ccccc1N1CCN(CC(=O)Nc2c(C)n[nH]c2C)CC1 | -3 | 0.7%
O=C(NCc1ccccc1)c1c(O)c2cccc3c2n(c1=O)CCC3 | 7 | -6.4%
CCSc1nnc(-c2cccnc2)n1Cc1ccco1 | nt | -1.4%
Cc1cc(/C=C2\SC(=S)N(Cc3ccco3)C2=O)c(C)n1-c1ccccc1 | 6 | -1.2%

Taken from above:
For M. tuberculosis GlmU, Cc1nc2ccccc2c(=O)n1/N=C/c1ccccc1O is entered as 0.3%
For Mtb RmlCD inh, O=C(NCc1ccccc1)c1c(O)c2cccc3c2n(c1=O)CCC3 is entered as 7

Going on with the list.
Each structure is followed by: Mtb RmlCD inh	M. tuberculosis GlmU
- CCOc1nc(C)ccc1-c1noc(-c2ccccc2OC)n1
    -5	-2.3%
- O=C(c1ccco1)N(Cc1ccco1)c1ccc(O)cc1
    nt	1.1%
- N#Cc1ccc(Oc2ccc(NC(=O)C3CC=CCC3C(=O)O)cc2)cc1 (stereo not given)
    -7	5.2%
- Cc1ccc(O)c(NC(=O)/C=C/C(=O)O)c1
    nt	-5.2%
- CCOC(=O)/C(=N/Nc1ccc(Cl)cc1)S(=O)(=O)c1ccc(Cl)cc1
    nt	-7.2%
- NC1=NC(c2cn(-c3ccccc3)nc2-c2cccs2)n2c(nc3ccccc32)N1 (stereo not given)
    5	nt
- O=C(Nc1cccc(Cl)c1)OCc1cncs1
    3	-4.6%
- CCn1cc(C(=O)N2CCn3c(nc4ccccc43)C2)c(=O)c2ccc(C)nc21
    nt	-1.7%
- CC(C)(C)OC(=O)N1CCC2(CC1)Oc1ccc(Cl)cc1C(=O)C21CC(c2ccc(Cl)cc2)=NO1 (stereo not given)
    nt	1.3%
- N#CC12C(N)=NC3(OCCO3)C1(C#N)C1=C(CCC1)NC2c1ccccc1 (stereo not given)
    2	1.2%
- CCSc1nnc2ccc(-c3ccco3)nn12
    -10	0.9%
- CCN1CCN(S(=O)(=O)c2cc(C)c(OC)cc2C)CC1
    6	-4.5%
- CCOC(=O)C1(Cc2cccc(OC)c2)CCN(Cc2cccc3cnccc23)CC1
    12	-3.0%
- COC(=O)Nc1nnc(-c2ccccc2OC)s1
    -10	4.0%
- CCCOc1ccccc1C(=O)NCCCC(=O)O
    nt	2.8%
- COc1ccc(OC)c2c(N3CC(C)OC(C)C3)cc(C(F)(F)F)nc12 (stereo not given)
    9	6.2%
- Nn1c(SCC(=O)N2CCCc3ccccc32)nncc1=O
    -6	0.2%
- CCOc1ccc(Br)cc1S(=O)(=O)Nc1ccc(Cl)c(S(=O)(=O)N(CC)c2ccccc2)c1
    9	-9.7%
- C=CCc1ccc2oc(C(=O)OCC)cc(=O)c2c1O
    -7	1.8%
- CCOC(=O)Nc1cc(OCC)c(NC(=O)C2CC2)cc1OCC
    nt	1.4%
- COc1ccc(C)cc1S(=O)(=O)Nc1ccc2c(c1)OCO2
    2	3.2%
- Cc1nc2cc(N=NC3=C(O)CCCC3=O)ccc2s1
    nt	5.6%
- C#CC(CC)(CC)NC(=O)c1ccc(Br)s1
    -5	-5.4%
- C/C(Nc1cccc(F)c1)=C(/C#N)C(N)=O
    nt	-8.0%
- CC(Sc1nc(NC(C)(C)C)nc(N(C)C)n1)C(=O)Nc1ccccc1 (stereo not given)
    -8	nt
- COc1ccc2cc(-c3[nH]ncc3CN3C[C@@H]4CCC[C@H]3C4)ccc2c1
    -3	-4.1%
- CCn1c(=O)c([N+](=O)[O-])c(N2CCN(Cc3ccc4c(c3)OCO4)CC2)c2ccccc21
    -16	-0.2%
- CCOC(=O)C1CCN(CCC(=O)Nc2ccc(C)cc2)CC1
    9	6.0%
- O=C(NCCc1ccccc1)C1CCN(c2ncccn2)CC1
    nt	-0.8%
- CCOc1ncccc1C(=O)OCc1cn2cc(Cl)ccc2n1
    nt	6.8%
- O=c1c2c(ncn2C2CCCC2)n(Cc2ccccc2)c(=O)n1CCOc1ccccc1
    74	0.5%
- O=C(CSc1nnc2ccccn12)N1CCc2ccccc21
    -18	9.6%
- N#Cc1c(NC(=O)c2cccnc2)sc2c1CCC2
    nt	1.1%
- NC(=O)Nc1ccc(Cl)cc1
    79	3.8%
